14-3-3 PPI = 14-3-3 gamma protein interaction modulation. AID 422. FP, 14-3-3gamma / TMR-pS259-Raf peptide binding. inhibition, % at 40 µM. P61981. 160,000 compounds, 0.19% hits; in the data active means inhibition above about 30%;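 further: 0% = protein plus tracer without compound and 100% = blank with tracer alone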
Target sequence (P61981 whole entry, looked up): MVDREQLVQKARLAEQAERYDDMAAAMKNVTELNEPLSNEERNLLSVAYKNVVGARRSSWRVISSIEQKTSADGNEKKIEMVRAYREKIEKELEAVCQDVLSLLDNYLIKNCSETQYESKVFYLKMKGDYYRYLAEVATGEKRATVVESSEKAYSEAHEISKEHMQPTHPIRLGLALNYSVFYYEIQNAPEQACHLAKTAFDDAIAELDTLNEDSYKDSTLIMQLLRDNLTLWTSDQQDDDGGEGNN
Active calls of the source: *; & = joins results of further samples.

smiles | 14-3-3 PPI
COc1ccc(C2CC(=O)C3=C(C2)Nc2ccccc2NC3c2ccc(OC)cc2OC)cc1 (stereo not given) | -3
CC1=C(C(=O)Nc2ccccc2C(F)(F)F)C(c2ccccn2)C2=C(CC(C)(C)CC2=O)N1 (stereo not given) | -8
Cc1nn(-c2ccccc2)c2sc(C(=O)N3CCc4ccccc4C3)cc12 | -3
COc1ccc(C(=O)N/C(N)=N/c2nc3ccccc3o2)cc1 | -1&-8
CN1CCN(CCCNc2nc3ccccc3c3nc(-c4ccccc4)nn23)CC1 | -20
CC1(C)CC2CC(C)(CN2c2ncnc3ccccc23)C1 (stereo not given) | -2
O=C(O)C1CCCN(S(=O)(=O)c2cccnc2)C1 (stereo not given) | 0
Cc1ccc(NC(=O)CN2c3cccc4cccc(c34)S2(=O)=O)cc1Cl | -11
Cc1ccc(C2CC(c3cccc(C)c3)n3nc(N)nc3N2)cc1 (stereo not given) | 3
Cc1ccc(CN2C(=O)c3ccccc3Sc3ccc(C(=O)NCCCN4CCCC4)cc32)cc1 | -9
CC(=O)c1cccc(NC(=O)c2cc3c(=O)n4ccccc4nc3s2)c1 | -49
COc1cccc(CNC(=O)c2ccc3c(c2)NC(=O)C(N2CCCCC2)S3)c1 (stereo not given) | -5
O=C(OCCOCCN=C1NS(=O)(=O)c2ccccc21)c1ccc(F)cc1 | -11
NS(=O)(=O)c1ccc(CCNC(=O)c2ccc3c(c2)OCO3)cc1 | -1
c1ccc(C[n+]2cccc(-c3ccccc3)c2)cc1 | -4
Cc1cc(=O)oc2cc(OCC(=O)O)ccc12 | -2
O=C(CCS(=O)(=O)c1ccc(Br)s1)Nc1ccccc1C(F)(F)F | -9
O=C(CCc1c[nH]c2ccccc12)NCC1CCCO1 (stereo not given) | -6
Cc1ccccc1-c1nc(Cc2ccc(Cl)cc2)no1 | -1
CCN(CC)S(=O)(=O)N1CCC(C(=O)NC(C)CCc2ccccc2)CC1 (stereo not given) | 4
COc1cccc(CN2CCN(C(=O)c3cccc(OC)c3OC)CC2)c1OC | -5
CC(=O)N1CCN=C1SCc1ccc(C)cc1 | -4
O=C(COc1cccc2cccnc12)Nc1nccs1 | -1
CC(C)OC(=O)CN1CCN(S(=O)(=O)c2cccc([N+](=O)[O-])c2)CC1 | -2
COC(=O)c1ccc(C(=O)Nc2ccc(C(=O)OC)cc2[N+](=O)[O-])cc1 | -6
Cn1c(=O)[nH]c(=O)c2c1nc(N1CCCCC1)n2CC(O)CN1CCCCC1 (stereo not given) | 1
O=C(COC(=O)c1cccc(S(=O)(=O)N2CCOCC2)c1)c1ccccc1 | -3
CCCCOC(=O)c1cccc(NC(=O)C(C)C)c1 | -10
CCN1C(=O)C2C(c3cccc(F)c3)NC(C)(C(=O)OC)C2C1=O (stereo not given) | -11
CC(C)C(C(=O)Nc1ccc([N+](=O)[O-])cc1)N1C(=O)c2ccccc2C1=O (stereo not given) | -17
Cc1cccc(C(=O)N2N=C(C(F)(F)F)CC2(O)C(C)(C)C)c1 (stereo not given) | -13
CCOC(=O)c1ccc(N2C(=O)c3ccccc3NC2c2ccc(Cl)cc2)cc1 (stereo not given) | -3
Cc1cc(OCC(=O)Nc2ccc(C(=O)Nc3cccc4ccccc34)cc2)ccc1Cl | -38
COc1ccc(C2Oc3ccc(Cl)cc3C3=C2C(c2cccs2)n2ncnc2N3)c(OC)c1OC (stereo not given) | -12
COc1ccc2oc(=O)c(C(=O)Nc3cc(C(F)(F)F)ccc3Cl)cc2c1 | -6
COc1cccc(-n2c(=S)sc3c(=O)n(-c4ccccc4C)c(SCC(=O)NCc4ccco4)nc32)c1 | -21
COc1ccc(Cl)cc1CN1CCN(c2nc(C)cc(C)c2C#N)CC1 | -3
CCc1c(C)sc(NC(=O)c2noc3c2CC(C(C)(C)C)CC3)c1C#N (stereo not given) | -15
O=C(NCc1cccs1)C1CCN(S(=O)(=O)c2cnc[nH]2)CC1 | -5
COc1ccc(Nc2nc3c([nH]2)c(=O)[nH]c(=O)n3C)cc1 | -6
Cc1cc(C(=O)NC2CCCCC2)no1 | -5
Cc1cccc(NC(=O)CSC(N)=O)c1C | -2
CCCc1c(O)nc(SCc2ccccc2)[nH]c1=O | -3&-2
COc1ccc(OC)c(NS(=O)(=O)c2c(C)noc2C)c1 | 0
O=C(COc1cccc(Br)c1)OCCN1C(=O)c2ccccc2C1=O | -8
CCC(=O)NCCN1CCN(C(=O)CC)CC1 | -11
CC(C)CNc1ncnc2nc[nH]c12 | -14
N#Cc1c(N2CCOCC2)nc(N2CCCCC2)c2c1CCN(C1CCCCC1)C2 | -7
O=C(Nc1ccccc1O)c1cc(C(=O)Nc2ccccc2O)cc(N2C(=O)c3ccccc3C2=O)c1 | 1
O=C(Cn1c2ccccc2c(=O)c2cc(Cl)ccc21)Nc1cccc(F)c1 | -11
Cn1c2c(c(=O)n(C)c1=O)C(c1cccc([N+](=O)[O-])c1)Nc1ccccc1O2 (stereo not given) | -4
CSc1nsc(SCC(=O)Nc2ccc3c(c2)OCCO3)n1 | -9
CC1CN(CCO)Cc2ccc(Cl)cc21 (stereo not given) | 7
C=CCNc1nc(NCCO)nc(N2CCCC2)n1 | 6
COc1cccc(C2/C(=C(\O)c3ccc(OC)c(OC)c3)C(=O)C(=O)N2c2cc(C)on2)c1 (stereo not given) | -5
CCOC(=O)N1CCC(NC(=O)CS(=O)(=O)Cc2nc(-c3ccc(C)cc3)oc2C)CC1 | 3
CC(=O)OCC(=O)C1(OC(C)=O)CCC2C3CCC4=CC(=O)CCC4(C)C3CCC21C (stereo not given) | -10
O=C(Nc1ccccc1F)c1ccc(-c2ccccc2)cc1 | 2
Cc1ccc(N=CC=C2OC(C)(C)C(C)(C)O2)c(C)c1 | -6
Cc1[nH]c2ccccc2c1C(C[N+](=O)[O-])c1ccc2c(c1)OCO2 (stereo not given) | -2

Following part:
smiles | 14-3-3 PPI
Cc1ccc(NC(=O)CSc2nnc(Cc3cccn3C)n2-c2ccc(F)cc2)c(C)c1 | -3
O=C(O)CCSCC(=O)c1ccc2c(c1)OCCO2 | 0
CCN(CC)CCCNC(=O)C1c2ccccc2C(=O)N(C)C1c1cn(C)c2ccccc12 (stereo not given) | -3
Cc1sc2ncnc(Sc3nnc4sc5ccccc5n34)c2c1C | -22
CCOc1ccccc1C(=O)Nc1ccc(S(=O)(=O)Nc2nccs2)cc1 | -7
CCc1ccc(NC(=O)CSc2nnc(-c3ccccn3)n2C)cc1 | -8
CCN1CCN(Cc2c(O)ccc3c4c(c(=O)oc23)CCC4)CC1 | -6
COC(=O)c1ccc(COc2ccc3c(=O)c(-c4ccc(C(=O)OC)o4)c(C)oc3c2)o1 | 3
COc1cc2c(=O)n(Cc3ccco3)c(=O)n(CC(=O)Nc3ccc(Br)cc3)c2cc1OC | -5
CCn1c(C)c2cnc3nn(-c4ccccc4)c(=O)c-3cc2c1C | 0
O=C(CCc1ccccc1)Nc1nnc(-c2cccs2)o1 | -5
O=C(c1cccc(C(F)(F)F)c1)N1CCN(C2CCCCC2)CC1 | 1
Cc1nnc(NC(=O)CSc2nc3c(c(=O)n2C)SC(C)C3)s1 (stereo not given) | -5
CCOc1ccc(N2C(=O)CC(N(O)c3ccccc3)C2=O)cc1 (stereo not given) | -7
CCCCOc1cccc(C(=O)Nc2ccc3c(c2)C(=O)c2ccccc2C3=O)c1 | -25
CCc1ccc(C2C(C#N)=C(N)SC(N)=C2C#N)cc1 | -6
CC(C(=O)O)C1CCC2C3CC(=O)C45CC4CCC5(C)C3CCC12C (stereo not given) | 3
Cc1ccc(C)c(OCC(=O)Nc2ccc(S(N)(=O)=O)cc2)c1C | 2
O=C(O)C1CC=CCC1C(=O)NCc1ccccc1 (stereo not given) | -3
CN(C(=O)CCN1C(=O)COc2ccccc21)C1CCCCC1 | 2

Compounds listed so far with an aryl thioether with sulfur outside any ring, in the order listed:
smiles | 14-3-3 PPI
COc1cccc(-n2c(=S)sc3c(=O)n(-c4ccccc4C)c(SCC(=O)NCc4ccco4)nc32)c1 | -21
CCCc1c(O)nc(SCc2ccccc2)[nH]c1=O | -3&-2
CSc1nsc(SCC(=O)Nc2ccc3c(c2)OCCO3)n1 | -9
Cc1ccc(NC(=O)CSc2nnc(Cc3cccn3C)n2-c2ccc(F)cc2)c(C)c1 | -3
Cc1sc2ncnc(Sc3nnc4sc5ccccc5n34)c2c1C | -22
CCc1ccc(NC(=O)CSc2nnc(-c3ccccn3)n2C)cc1 | -8
Cc1nnc(NC(=O)CSc2nc3c(c(=O)n2C)SC(C)C3)s1 (stereo not given) | -5

Following part:
smiles | 14-3-3 PPI
CCOC(=O)c1c(NC(=O)CSc2nc3ccccc3s2)sc2c1CCC2 | -13
COc1ccc(Br)cc1C1C(C(=O)OCC(C)C)=C(C)N=C2SCCC(=O)N21 (stereo not given) | 2
O=C1CC(NCc2ccc3c(c2)OCO3)C(=O)N1c1ccccc1 (stereo not given) | -4
O=C(c1cc(-c2cccc(O)c2)on1)N1CCc2ccccc2C1 | 6
COC(=O)c1ccc(NC(=O)C23CC4CC(C2)CC(c2ccc(C)cc2)(C4)C3)cc1 | 4
O=C(COC(=O)c1ccncc1)NCc1ccccc1 | -9
CC1(C)CC(=O)C(C(C2=C(O)CC(C)(C)CC2=O)c2cccnc2)C(=O)C1 (stereo not given) | -1&-3
CCOc1ccc2nc(NC(=O)c3ccc([N+](=O)[O-])o3)sc2c1 | -29
COC(=O)C1=CN(C)C=C(C(=O)OC)C1c1ccc(C(F)(F)F)cc1 | 0
COc1ccc(NC2(c3ccccc3)OC(=O)c3ccccc32)cc1 (stereo not given) | 8
O=C(O)c1cc(O)c2c(c1)C(=O)c1cccc(O)c1C2=O | -24
O=C(CN(Cc1ccccc1)S(=O)(=O)c1ccccc1)NCc1ccccn1 | -3
Cc1cc(C)nc(NS(=O)(=O)c2ccc(NC(=O)COc3ccc(Br)c(C)c3)cc2)n1 | -4
COc1ccc(Cn2c(=S)[nH]c3cc(C(=O)NCc4ccc(Cl)cc4)ccc3c2=O)cc1 | -3
COc1ccccc1CNC(=O)c1cc(Nc2cccc(SC)c2)nc2ccccc12 | -5
O=C1C=C(N2CCN(C(=O)c3ccccc3)CC2)C2(CCCCC2)O1 | -7
O=C(O)CCCCCNC(=O)c1cccc(Br)c1 | -2&-1
Cc1ccccc1NC(=O)c1ccc(C)c(S(=O)(=O)Nc2ccc(Br)cc2)c1 | -2
CC1=C(C(=O)OCCc2ccccc2)C(c2ccccn2)C2=C(CC(C)(C)CC2=O)N1 (stereo not given) | -2
CCCCCC(=O)Oc1cccc(N2C(=O)C3CCCCC3C2=O)c1 (stereo not given) | -2

Additional results.
smiles	14-3-3 PPI
COCCN1C(=O)c2ccccc2C(C(=O)N2CCN(c3cc(Cl)ccc3C)CC2)C1c1cn(C)c2ccccc12 (stereo not given)	3
CCOC(=O)c1cccc(NC(=O)C2CCN(S(=O)(=O)c3c(C)noc3C)CC2)c1	-2
Cc1ccc(NCCCCN2C(=O)c3ccccc3C2=O)cc1	2
CCc1ccc(C2C=C(c3ccc(Cl)cc3)Nc3ncnn32)cc1 (stereo not given)	4
CCOC(=O)C1CCN(C(=O)c2cc(OCC)c(OCC)c(OCC)c2)CC1	0
CCOc1ccccc1N(CC(=O)NC1CCCC1)C(=O)CCCC(=O)Nc1ccccn1	1
COc1ccc(C2C(C(=O)Nc3nc4ccc(OC)cc4s3)c3cc(OC)c(OC)cc3C(=O)N2C)cc1 (stereo not given)	-286
O=c1c2cn[nH]c2nc(SCc2ccccc2F)n1-c1ccc(Oc2ccccc2)cc1	-10
CC(=O)c1cc2c3c(c1)C1C=CCC1C(c1ccc(Br)cc1)N3CC1CC=CC21 (stereo not given)	-74
CC(Cl)=CCSc1nc2c(c(=O)[nH]c(=O)n2C)n1C(C)C	-6
Cc1cc(NC(=O)Cn2c(=O)n(Cc3ccccc3)c(=O)c3c(C)c(C)sc32)n[nH]1	-3
CCCCCOC(=O)Cc1c(C)nc(-c2ccccc2)[nH]c1=O	-4
COc1cccc(CNC(=O)CCCn2c(=S)[nH]c3ccsc3c2=O)c1	1
CC(C)(C)c1cc(Cc2ccccc2)[nH]n1	-1
CCOc1ccc(NC(=O)CSc2nc3c(cnn3-c3ccc(F)cc3)c(=O)[nH]2)cc1	-9
COc1ccc(N2CCN(Cc3cc(=O)oc4cc(-c5ccccc5)c(O)cc34)CC2)cc1	-4
COc1ccc(N2CCN(C(=O)c3ccc(S(=O)(=O)N4CCOCC4)cc3)CC2)cc1	-3
O=C(Nn1cnc2ccccc2c1=O)c1ccc(F)cc1Cl	0
COc1ccc2c(C)nc(N=C(NC(C)=O)NC(C)=O)nc2c1	-4
CCOC(=O)C(=O)Nc1nc(-c2ccccc2)c(-c2ccccc2)o1	-6
CCOc1ccc2c(c1)cc(CN(C(=O)CC)C1CCCCC1)c1nnnn12	4
O=C(Nc1ccc2c(c1)OCO2)N1CCOCC1	-5&7
CCOC(=O)C1CCN(C(=O)C2CC(=O)N(c3ccc(C)cc3)C2)CC1 (stereo not given)	-3
Cc1ccc(-c2noc(C3CCCCC3)n2)cc1	-4
CCOC(=O)c1cc2cc3ccc(C)cc3nc2s1	-2
CCO/C(C)=C1\C(=O)N(CC)c2ccccc21	-3
CCOc1ccccc1NC(=O)c1nn(-c2ccccc2OC)c(=O)c2ccccc12	9
COc1ccc(-c2nnc3ccc(SCC(=O)N4CCCCCC4)nn23)cc1OC	-3
CC(NCC1(N2CCOCC2)CCCCC1)C(=O)N1CCc2ccccc21 (stereo not given)	5
CC(=O)Nc1ccc(NC(=O)Cn2c(CC(=O)N3CCCC3)nc3ccccc32)cc1	3

Filtered by structure: those above containing a furan ring, fused or not
smiles	14-3-3 PPI
COc1cccc(-n2c(=S)sc3c(=O)n(-c4ccccc4C)c(SCC(=O)NCc4ccco4)nc32)c1	-21
COC(=O)c1ccc(COc2ccc3c(=O)c(-c4ccc(C(=O)OC)o4)c(C)oc3c2)o1	3
COc1cc2c(=O)n(Cc3ccco3)c(=O)n(CC(=O)Nc3ccc(Br)cc3)c2cc1OC	-5
CCOc1ccc2nc(NC(=O)c3ccc([N+](=O)[O-])o3)sc2c1	-29

Compound activity: PubChem BioAssay, Emory University Molecular Libraries Screening Center

Only part of the results is shown. The share of hits here may be higher or lower than overall.
